Lipid droplet – inhibitors of hepatocyte lipid droplet formation, primary screen, imaging, high-throughput imaging, BODIPY stain; inhibition, % at 6.5 µM; AID 1656, 2009; AML12 mouse hepatocytes, oleate lipid droplets; actives 0.4% (n = 240,000);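 active means lipid droplet intensity inhibited by at least 50%, with more than 500 cells counted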
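Technique: fluorescence imaging, 20x objective, two fields per well / Assay system: AML12 hepatocytes (mouse) / Measure: % inhibition of lipid droplet signal / Doses: 6.5 µM single-point dosing / Incubation: overnight exposure / Reagent: 100 µM oleic acid challenge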
TNAP activators – human TNAP enzyme activators, primary screen, biochemical, luminescent, no phosphate acceptor, uHTS (AID 1001) | Alkaline phosphatase, tissue-nonspecific isozyme (Homo sapiens) | purified TNAP, luminescent activation assay, no phosphate acceptor; higher activation fold means a stronger effect | activation fold at 20 µM; hits with a dose series show EC50 in µM | actives 0.03% (n = 200,000); in the data active means activation fold from about 3, or a potency from the dose series; inactive means the rest, 99 in 100 with activation fold below about 1.6; further: many of its hits are not listed in these tables
Insulin prom up – insulin promoter activators in MIN6 cells, imaging, high-content screening, mouse beta cells; MIN6 insulin promoter-GFP reporter; active compounds read high; z-score at 5 µM; actives 0.3% (n = 190,000);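 active means z-score above 3 at 5 µM with at least 500 cells counted in the well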
MT stabilize HCS – microtubule stabilizers in HeLa cells, primary screen, imaging, high-content imaging | HeLa tubulin immunostaining HCS, 24 h; share of cells brighter than vehicle mean+2SD | % tubulin-high responders, % at 10 µM | actives 0.83% (n = 200,000);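 active means plate Z-score above 3 for both tubulin-high and condensed-nucleus cell shares, with cell loss under 80%, at 10 µM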;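 further: anti alpha tubulin signal scored within the nucleus-defined area of each cell; some results filed as inactive read as strong as hits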
T cell HTS – modulators of CD8 T cell-vesicle binding, primary screen, mouse 2C CD8+ T cells, flow cytometry. actives 0.068% (n = 330,000). calls only at 7 µM. 2C CD8+ T cell-vesicle binding; active compounds read low;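 active means response, share of CD8 T cells binding vesicles, and their 90th percentile fluorescence all below set limits, cut at about 80% in these data, passing the limit was not always enough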
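Assay system – 2C mouse CD8+ T cells · Also added – QL9-loaded Drosophila micro-vesicles · Timing – Cell–vesicle co-incubation 1.5 h at 37 °C, staining 20 min on ice · Signal – flow cytometry of vesicle-bound cells · Measure – percent CD8+ FL2 mean versus row control · Controls – Peptide-free naked vesicles (low) and QL9 vesicles with 0.7% DMSO vehicle (high)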
Autophagy HCS – autophagy modulators in MEF cells, primary screen, imaging, high-content, MEF GFP-LC3; MEF GFP-LC3 puncta imaging; test concentration mostly 10 µM; calls only at 10 µM (by protocol); actives 0.98% (n = 190,000);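 active means percentage of spot-positive cells more than 3 SD above its plate mean, without a fluorescence outlier flag or 80% toxicity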;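 further: spot-positive cell cutoff set from DMSO-treated cells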
PMI inhibitors – inhibitors of human PMI, primary screen, biochemical, fluorescence intensity, coupled assay (AID 1209) | Mannose-6-phosphate isomerase (Homo sapiens) | purified PMI enzyme, coupled fluorescence intensity; higher % means a stronger effect | one-dose inhibition, % at 20 µM; IC50 in µM for titrated hits | actives 0.42% (n = 190,000);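 further: plate controls were DMSO vehicle for no effect and wells lacking substrate for full effect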
PMI inhibition – human PMI inhibitors, high substrate, primary screen, biochemical, fluorescence intensity, high mannose 6-phosphate (AID 1220); Mannose-6-phosphate isomerase (Homo sapiens); recombinant PMI enzyme, coupled fluorescence intensity; higher % means a stronger effect; inhibition, % at 20 µM; hits with a dose series show IC50 in µM; actives 0.66% (n = 190,000)
b-catenin transl – modulators of beta-catenin nuclear translocation, primary screen, imaging, HeLa cells, immunofluorescence, high-content; nuclear translocation activity, % at 5 µM; actives 0.3% (n = 190,000); AID 1665, 2009;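 active means nuclear translocation activity above 50% at 5 µM, with a well cell count of 50 or more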;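 further: per-cell ratio of nuclear to cytoplasmic median beta-catenin stain intensity; plate controls were DMSO negative control for no effect and GSK-3 inhibitor IX positive control for full effect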
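Signal – beta-catenin immunofluorescence imaging with DAPI · Test system – human HeLa cell line · Dosing – 5 µM primary single dose, 0.1% DMSO, 0.02–20 µM confirmation series · Measure – % activation, nuclear-to-cytoplasmic median beta-catenin signal ratio per cell · Incubation – 24 h compound exposure at 37°C, 5% CO2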
Insulin prom up cell count – second read-out of Insulin prom up, no call of its own (marks repeat the call); cell count; measured here: cytotoxicity, nuclei count;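 total cells summed across four imaged fields per well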
Lipid droplet cells 6.5 µM – second read-out of Lipid droplet, no call of its own (marks repeat the call); cell count; measured here: cell count, cytotoxicity flag;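 cells counted across two imaged fields per well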
b-catenin transl cell count 5 µM – further read-out of b-catenin transl, marked with its call; cell count; measured here: cell count, cytotoxicity flag
T cell HTS vesicle-bound % – recorded beside T cell HTS, whose call it bears; double positive events, %; measured here: CD8+ vesicle-bound cell fraction;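 binding gate set so that unloaded-vesicle control wells show 10% double positive cells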
MT stabilize HCS Hoechst-high % – second read-out of MT stabilize HCS, no call of its own (marks repeat the call); % Hoechst-high responders; measured here: nuclear condensation Hoechst responders;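 share of cells brighter than vehicle mean plus two SD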
MT stabilize HCS cytotoxicity % – further read-out of MT stabilize HCS, marked with its call; toxicity, %; measured here: cytotoxicity by cell density;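 0% = mean cell density of plate MIN control wells and 100% = no cells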
Autophagy HCS cell loss 18 h – recorded beside Autophagy HCS, whose call it bears; toxicity, %; measured here: cell loss, nuclei count;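 cell loss after 18 h compound exposure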
Active calls of the source: *; i = inactive; x = not tested or not shown. Unless noted, no stated cut-off is given here; in the data, active means inhibition above about 50%; inactive means the rest.

SMILES	Lipid droplet	Lipid droplet cells 6.5 µM	TNAP activators	Insulin prom up	Insulin prom up cell count	MT stabilize HCS	MT stabilize HCS Hoechst-high %	MT stabilize HCS cytotoxicity %	T cell HTS	T cell HTS vesicle-bound %	Autophagy HCS	Autophagy HCS cell loss 18 h	PMI inhibitors	PMI inhibition	b-catenin transl	b-catenin transl cell count 5 µM
CCCCn1c(C(C)NC(=O)CC)nc2ccccc21 (stereo not given)	-18.9	683	1.1	0.02	1834	2.6	2.6	9.3	i	34.4	i	-1.1	13.0%	9.4%	-0.3	1081
O=[N+]([O-])c1ccc(Sc2nnnn2-c2ccccc2)nc1	-4.8	693	1.1	-1.05	1288	4.7	5.0	1.7	x	x	i	68.7	-5.7%	-6.8%	-1.5	1089
O=C1C=CC(=O)N1N(c1ccccc1)c1ccccc1	1.1	632	1	0.16	1366	2.1	2.4	10.0	i	47.1	i	0.1	23.1%	6.5%	-2.3	484
CSC(SC)=C(C#N)C(=O)c1ccccc1	-18.8	650	x	-0.1	1446	x	x	x	i	58.3	x	x	x	x	0.4	1151
O=C(CNC(=O)C12CC3CC(CC(C3)C1)C2)N/N=C\c1ccccn1	-3.8	660	1.1	-0.03	1556	1.9	1.2	3.6	i	24.8	i	-6.6	1.9%	7.3%	-1.7	1051
O=C(COc1ccc(NS(=O)(=O)c2ccc(F)cc2)cc1)N1CCOCC1	14.0	704	1.1	x	x	1.8	1.6	0.5	i	25.2	i	-4.8	4.2%	3.6%	-2.1	1057
O=C(NCc1ccccc1)Nc1cccn(Cc2ccccc2Cl)c1=O	-0.1	630	1.1	0.06	1455	3.3	1.3	4.2	i	24.8	i	36.2	11.0%	38.2%	-0.8	1515
Cc1cccc(CSc2nc3ccncc3n2CC(=O)Nc2cc(C)cc(C)c2)c1	-8.3	727	1	-0.34	1135	6.7	2.2	7.3	i	36.7	i	5.8	2.3%	1.8%	-2.9	606
CC12CCC(C(=O)N(c3ccc(Cl)cc3)C1=O)C2(C)C (stereo not given)	10.1	645	1.1	x	x	2.6	2.5	7.1	i	48.8	i	24.0	11.9%	-1.5%	1.4	913
CN(C)c1ccc(C(=O)C(O)c2ccc(C(C)(C)C)cc2)cc1 (stereo not given)	5.6	739	1	1.04	1219	5.1	5.4	7.7	i	23.0	i	15.2	20.7%	13.3%	-1.3	1186

Sorted by formula weight (lowest first): some entries from above
SMILES	Lipid droplet	Lipid droplet cells 6.5 µM	TNAP activators	Insulin prom up	Insulin prom up cell count	MT stabilize HCS	MT stabilize HCS Hoechst-high %	MT stabilize HCS cytotoxicity %	T cell HTS	T cell HTS vesicle-bound %	Autophagy HCS	Autophagy HCS cell loss 18 h	PMI inhibitors	PMI inhibition	b-catenin transl	b-catenin transl cell count 5 µM
CCCCn1c(C(C)NC(=O)CC)nc2ccccc21 (stereo not given)	-18.9	683	1.1	0.02	1834	2.6	2.6	9.3	i	34.4	i	-1.1	13.0%	9.4%	-0.3	1081
O=[N+]([O-])c1ccc(Sc2nnnn2-c2ccccc2)nc1	-4.8	693	1.1	-1.05	1288	4.7	5.0	1.7	x	x	i	68.7	-5.7%	-6.8%	-1.5	1089
CN(C)c1ccc(C(=O)C(O)c2ccc(C(C)(C)C)cc2)cc1 (stereo not given)	5.6	739	1	1.04	1219	5.1	5.4	7.7	i	23.0	i	15.2	20.7%	13.3%	-1.3	1186

More records.
SMILES	Lipid droplet	Lipid droplet cells 6.5 µM	TNAP activators	Insulin prom up	Insulin prom up cell count	MT stabilize HCS	MT stabilize HCS Hoechst-high %	MT stabilize HCS cytotoxicity %	T cell HTS	T cell HTS vesicle-bound %	Autophagy HCS	Autophagy HCS cell loss 18 h	PMI inhibitors	PMI inhibition	b-catenin transl	b-catenin transl cell count 5 µM
COc1cccc(NC(=O)CN(C)S(=O)(=O)c2ccc(C)cc2)c1	x	x	1	-0.85	1233	5.0	1.6	7.4	i	34.7	i	9.9	-8.5%	-4.3%	-5.1	1002
CC(C)Sc1nnc([C@H](Cc2c[nH]c3ccccc23)NC(=O)OC(C)(C)C)o1	13.9	765	1	0.39	780	2.1	1.3	7.4	i	40.1	i	-9.9	10.0%	2.7%	-0.5	1086
CCOC(=O)C1=C(C)OC(N)=C(C#N)C1c1ccccc1 (stereo not given)	0.2	700	1	-0.01	1367	4.2	2.5	8.1	i	29.8	i	-0.9	10.9%	13.5%	-1.9	995
Cc1ccc(C(OC(=O)c2ccco2)C(=O)NC2CCCCC2)cc1 (stereo not given)	x	x	1.1	-0.25	1608	2.8	2.2	7.5	i	33.2	i	-9.9	-1.7%	-0.4%	0.1	1322
NC(=O)c1cc2cc(Cl)ccc2oc1=Nc1cccc(C(F)(F)F)c1	x	x	1.1	0.17	1260	2.3	1.7	7.7	i	50.9	i	3.4	-4.8%	-4.1%	-1.4	570
O=C1Nc2ccc(F)cc2C12SCCS2	x	x	1.1	0	1699	1.8	1.0	2.0	i	32.0	i	6.5	11.8%	15.7%	4.3	1376
Fc1ccc(NCc2cccnc2)cc1	x	x	1.2	-1.03	1009	1.6	1.9	7.4	i	23.5	i	-7.0	-1.0%	-2.0%	x	x
Cc1cc(C)n(CCc2nc(-c3ccc(-c4ccccc4)cc3)cs2)n1	-8.1	682	1	-0.46	1353	2.4	3.3	8.8	i	43.6	i	8.8	-12.5%	-14.4%	4.6	469
CN(C)S(=O)(=O)c1ccc(C(=O)NCc2ccc3[nH]c4c(c3c2)CCCC4)cc1	-0.6	738	1	0.38	1133	3.1	3.3	4.2	i	19.2	i	-11.2	17.5%	22.1%	-1.4	570
COc1ccc(NC(=O)Nc2nnc(-c3ccncc3)s2)cc1	25.0	664	1	0.01	1300	1.5	1.5	10.4	i	35.3	i	19.5	-1.9%	6.1%	-0.1	1074
C1=C(c2cccc3ccccc23)N2CCN=C2S1	x	x	1.1	-0.6	1258	1.3	2.5	8.2	i	43.1	i	15.7	-8.7%	-12.3%	-4.4	989
Cc1cccc(C(=O)NC(=S)N2CCN(C(=S)NC(=O)c3cccc(C)c3)CC2)c1	2.6	592	1.2	-0.39	1203	2.7	2.0	2.1	i	46.9	i	4.0	-9.1%	-9.8%	x	x
O=C(NC1CCCCCC1)c1cc(-c2ccccn2)nc2ccccc12	-29.4	714	1	0.68	1308	5.2	1.8	7.9	i	60.9	i	-1.0	4.3%	8.5%	1.2	1082
O=c1cc(N2CCN(c3ccccc3)CC2)[nH]c(=O)n1-c1ccccc1Cl	x	x	1.1	0.75	1328	1.6	2.3	10.1	i	32.8	i	3.4	10.8%	17.4%	-4.5	926
COc1ccccc1N1CCN(C(=O)c2ccoc2C)CC1	-7.0	729	1.1	-0.38	919	5.2	2.9	4.3	i	32.9	i	12.3	2.6%	-2.8%	-2.2	1155
CCN(CC)c1ccc(CN(C(=O)c2cc(OC)c(OC)c(OC)c2)C2CCS(=O)(=O)C2)cc1 (stereo not given)	x	x	1	-1.35	1464	2.5	2.0	9.1	i	3.9	i	5.5	-16.6%	12.7%	-4.1	809
CCOc1ccc(NC(=S)NCCCN2CCN(c3ccc(OC)cc3)CC2)cc1	4.9	731	1.1	-0.46	1179	1.4	1.7	5.3	i	22.4	i	2.9	12.5%	12.9%	-1.5	1097
C/C(=N\Nc1ccc([N+](=O)[O-])cc1)c1ccc(C#N)cc1	2.1	722	x	1.48	1466	x	x	x	i	26.3	x	x	x	x	1.4	1357
O=C(NNC1CC(=O)N(c2ccc(Br)cc2)C1=O)c1ccco1 (stereo not given)	1.7	693	1.1	0.43	1146	4.2	1.0	6.4	i	50.8	i	2.7	-10.2%	-2.4%	-0.4	1126
CNC(=S)N(CCc1ccc(OC)c(OC)c1)Cc1cc2c(C)cc(C)cc2[nH]c1=O	23.2	680	0.9	0.05	1268	1.2	5.1	9.7	i	17.0	i	-6.0	3.4%	3.1%	-0.4	965
CCN(CC)c1nc(N)c([N+](=O)[O-])c(NCCO)n1	-6.9	430	1	-0.57	2254	5.0	2.5	3.7	i	41.3	i	-14.5	23.3%	14.4%	-0.5	919
CCOC(=O)CNC(=O)c1c(C)nn(C)c1Cl	x	x	1.1	0.26	1221	6.0	3.3	11.4	i	49.9	i	13.3	-3.2%	-1.8%	3.1	1013
O=C(Nc1ccc(Cl)cn1)c1cc(S(=O)(=O)N2CCCCC2)ccc1Cl	-18.1	775	1.1	0.17	1110	3.1	2.2	5.6	i	57.4	i	2.3	1.4%	-3.4%	-2.2	1172
CCOc1ccc(OCC)c(NS(=O)(=O)c2ccc3c(c2)n(C)c(=O)c(=O)n3C)c1	7.9	500	1	0.24	1039	4.6	2.7	7.8	i	21.3	i	-0.4	6.4%	-0.7%	-0.5	1103
Cc1ccc2c(c1)N(CC(=O)NC1CCCc3ccccc31)C(=O)CO2 (stereo not given)	x	x	1.2	0.3	1516	5.0	1.8	3.9	i	18.7	i	-3.7	0.6%	-3.5%	3.1	1398
Cc1c(C(=O)OCC(=O)Nc2ccc3c(c2)OCO3)cccc1[N+](=O)[O-]	8.6	625	1	-0.02	1246	3.6	1.4	11.4	i	41.6	i	2.5	12.7%	16.9%	-1.8	533
COC(=O)C1=C(C(C)=O)C(c2ccc(C(=O)OC)cc2)n2nnnc2N1 (stereo not given)	-3.3	800	1.2	0.39	661	1.6	1.7	9.5	i	3.5	i	-8.4	-0.6%	1.0%	x	x
O=C(CCN1C(=O)C2C3C=CC(C3)C2C1=O)NCC1CCCO1 (stereo not given)	-4.4	694	1.1	0.91	1847	3.6	2.5	3.9	i	47.1	i	-31.3	0.0%	-1.8%	-1.0	1033
COc1ccc(CCNC(=O)/C=C/c2ccc(C)cc2)cc1OC	x	x	1.1	0.09	1347	1.2	2.1	0.5	i	35.5	i	6.9	5.8%	6.4%	-0.8	1379

Assay outcomes: PubChem BioAssay, several laboratories
